# Compound activity: PubChem, several laboratories
# CRFR2-BP antag = antagonists of CRF-BP/CRF-R2 complex, primary screen, cell-based, HEK293, calcium dye fluorescence, uHTS; CRF-induced calcium fluorescence; inhibition, % at 11.8 µM; 350,000 compounds, 0.59% hits; AID 588475, 2011;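 active = inhibition of the ligand-induced calcium signal above about 50% at the single tested concentration, limit read from the data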
# PHOSPHO1 block = PubChem AID 1565. 290,000 compounds, 1.1% hits. Phosphoethanolamine/phosphocholine phosphatase (Homo sapiens), Q8TCT1. recombinant PHOSPHO1, absorbance phosphatase assay. inhibition, % at 13.3 µM; in the data active = inhibition above about 60%
# M4 PAM = human M4 muscarinic receptor positive allosteric modulators, primary screen, CHO-K1 cells, Fluo-8 calcium fluorescence. Muscarinic acetylcholine receptor M4 (Homo sapiens), P08173. CHO-K1 hM4/Gqi5, ACh EC20; 0% = ACh EC20, 100% = maximal ACh. activation, % at 3 µM. 360,000 compounds, 0.4% hits. AID 624126, 2012;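 active = activation above its plate's cutoff, the mean activation of sample wells plus 3 SD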; also: some results filed as inactive read as strong as hits
# pCIP destab = p/CIP-EGFP fusion destabilizers, primary screen, fluorescence, F442A cells | Q05BA5 | 16 h | decrease of EGFP signal, % at 10 µM | 290,000 compounds, 0.01% hits | AID 1984, 2009;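 active = EGFP signal decrease of at least 30% at 10 µM or well 3 SD below plate mean, unless failing retest; inactive = the rest, including hits failing retest or dose response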; also: some compounds called inactive have numbers as strong as hits; many of its hits are not listed in these tables
# IDE inh = human IDE inhibitors in live cells, primary screen, fluorescence polarization, HEK cells, FAbetaB substrate; FAbetaB cleavage; 320,000 compounds, 0.41% hits; Insulin-degrading enzyme (Homo sapiens), P14735; inhibition, % at 5.59 µM;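 active = percent inhibition above the average of all tested compounds plus 3 SD, set per screening campaign, cut at about 16% in these data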;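 also: IDE supplied by intact live HEK cells; FP after avidin binding of uncleaved biotin substrate so inhibition keeps polarization high; 0% = DMSO wells and 100% = 60 µM reference IDE inhibitor Ii1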
# MEKK3 PB1 HTS = modulators of MEKK3-MEK5 PB1 binding, primary screen, biochemical, wildtype MEKK3, multiplex bead flow cytometry, Alexa488-MEK5 | 290,000 compounds, 1.4% hits | binding response (% of control), % at 10 µM | Mitogen-activated protein kinase kinase kinase 3 (Homo sapiens), Q99759 | AID 1529, 2009 | bead-based flow cytometry, Alexa488-MEK5 binding to MEKK3; actives lie on both sides; 0 = blocked by unlabeled MEK5, 100 = vehicle;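 active = binding response more than 3 SD above or below the average of its plate-row segment, actives on both sides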;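 also: Alexa488 bead fluorescence after subtracting the streptavidin-only scavenger bead signal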
# Target sequence (Q99759 whole entry, looked up): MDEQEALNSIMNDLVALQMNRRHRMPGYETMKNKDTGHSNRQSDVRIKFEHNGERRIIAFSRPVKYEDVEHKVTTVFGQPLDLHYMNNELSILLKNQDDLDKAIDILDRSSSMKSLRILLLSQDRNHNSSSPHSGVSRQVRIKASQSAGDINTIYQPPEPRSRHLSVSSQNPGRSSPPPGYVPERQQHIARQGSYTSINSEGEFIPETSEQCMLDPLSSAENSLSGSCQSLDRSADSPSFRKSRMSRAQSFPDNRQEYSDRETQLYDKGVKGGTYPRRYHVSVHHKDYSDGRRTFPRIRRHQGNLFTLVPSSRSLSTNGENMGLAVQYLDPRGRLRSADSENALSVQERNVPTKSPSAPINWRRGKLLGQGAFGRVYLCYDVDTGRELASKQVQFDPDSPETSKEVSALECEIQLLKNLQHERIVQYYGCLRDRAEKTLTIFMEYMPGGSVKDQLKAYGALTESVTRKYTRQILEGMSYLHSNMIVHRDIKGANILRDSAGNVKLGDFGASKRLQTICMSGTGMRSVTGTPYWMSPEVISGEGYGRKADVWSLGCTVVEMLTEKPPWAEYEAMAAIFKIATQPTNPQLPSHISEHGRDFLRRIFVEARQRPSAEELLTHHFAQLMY
# GalR3 antag = GalR3 antagonists in HEK293 cells, primary screen, cell-based, fluorescence readout; Galanin receptor type 3 (Homo sapiens), O60755; HEK293 GalR3-CNG cAMP membrane potential fluorescence; galR3 body fused to GalR1 C-terminus; inhibition, % at 3 µM; 360,000 compounds, 0.44% hits; AID 651719, 2012;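 active = inhibition above the screen-wide average plus 3 SD, cut at about 13% in these data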;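 also: forskolin and galanin both at EC90 stimulate the cells; cAMP rise reported by CNG channel membrane potential dye signal; 0% = forskolin plus galanin with DMSO and 100% = forskolin alone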
# Target sequence (O60755 1-299 limits assumed): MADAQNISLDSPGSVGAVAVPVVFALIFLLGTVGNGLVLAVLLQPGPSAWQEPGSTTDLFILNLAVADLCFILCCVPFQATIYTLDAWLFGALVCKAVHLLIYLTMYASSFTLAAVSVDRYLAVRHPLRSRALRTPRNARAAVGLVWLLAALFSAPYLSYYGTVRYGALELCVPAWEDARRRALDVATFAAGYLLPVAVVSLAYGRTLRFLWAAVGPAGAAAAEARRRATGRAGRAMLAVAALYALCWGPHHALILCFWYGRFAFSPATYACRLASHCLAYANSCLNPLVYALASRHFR
# CRFBP-R2 agonist = agonists of CRF-BP/CRF-R2 complex, primary screen, cell-based, HEK293, calcium dye fluorescence, uHTS; CRF-binding protein / CRF receptor 2 complex (human); calcium dye fluorescence (FLIPR); percent of saturating CRF peptide response; activation, % at 13.2 µM; 350,000 compounds, 0.46% hits; AID 588473, 2011;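 active = activation of at least 50%, plus an integration ratio under a set limit after plate pattern correction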;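 also: plate controls were neutral control wells without compound for no effect and CRF at EC100 for full effect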
# IDE cell activ = human IDE activators in live cells, primary screen, fluorescence polarization, HEK cells, FAbeta-B substrate; Insulin-degrading enzyme (Homo sapiens), P14735; FAbeta-B cleavage; 0% vehicle, 100% cell-free pure enzyme wells; activation, % at 5.96 µM; 340,000 compounds, 0.073% hits; AID 493087, 2011;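 active = activation above the mean of all tested compounds plus 3 SD, set per screening campaign, cut at about 17% in these data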
# Numbers without * were called inactive; . = no result given; & = joins results of further samples.
MEKK3 PB1 HTS	pCIP destab	IDE inh	M4 PAM	GalR3 antag	PHOSPHO1 block	CRFR2-BP antag	IDE cell activ	CRFBP-R2 agonist	Structure
.	.	-3	-8	-3	.	-8	23*	15	FC(F)(F)c1cc(CCN2CCNC[C@@H]2CC2CCCCC2)cc(C(F)(F)F)c1
107	-6	4	-12	-4	14	17	1	-1.3	Cc1cccc(OC(C)C(=O)N2CCc3ccccc3C2)c1 (configuration not stated)
97	4	-1	8	1	10	-13	1	2.0	COCC(C)NC(=O)c1cc2cc(OC)ccc2[nH]1 (configuration not stated)
99	-9	.	1	-2	41	-6	1	5.2	COc1ccc(-n2ncc3c2CC(C)(C)CC3NC(=O)CN2CCOC2=O)cc1 (configuration not stated)
103	3	1	-4	-3	-4	5	-1	1.2	CC(C)(C)NCC(O)COCc1ccc(Cl)cc1 (configuration not stated)
100	0	7	4	-7	51	4	1	-3.4	COc1ccc(C(=O)NNC(=O)C2(C)CC2(Br)Br)cc1 (configuration not stated)
102	8	2	2	-10	-23	8	-5	-0.5	Cn1c(=O)c(C(N)=S)cn(-c2ccccc2)c1=O
99	-6	2	7	0	12	5	8	-2.0	CSc1ccccc1OCc1cc(C(=O)N(C)CCc2c(C)n[nH]c2C)no1
99	-19	-2	11	2	-20	-5	3	0.6	Cc1ccc(CN2C(=O)CCC2C(=O)NC2CCCC2)cc1 (configuration not stated)
101	-2	-3	-1	3	-34	-19	2	-2.2	Cc1nc2ccccc2nc1CSc1nnc(N)s1
105	0	-1	5	-6	23	1	0	0.2	COc1cccc(NC(=O)COC(=O)c2c(-c3ccccc3)noc2C)c1
98	9	0	-8	-5	-14	-32	3	8.1	CCc1ccccc1NC(=O)c1ccccc1Sc1ccc([N+](=O)[O-])cc1Cl
95	-14	-6	0	-5	-15	-77	5	9.3	COc1ccc(OCC(=O)NC(=S)Nc2ccc3c4c(cccc24)CC3)cc1
106	-13	-2	1	1	4	-11	5	-2.5	COc1cccc(S(=O)(=O)Nc2ccc(C(=O)NCc3ccco3)cc2)c1
97	16	0	2	-1	24	12	1	-2.6	NS(=O)(=O)c1ccc(CCNc2ccc(C(F)(F)F)cn2)cc1
.	.	-3	-7	4	.	3	2	-1.9	Cc1cc(NC(=O)CSCC(=O)NCc2cccc(C(F)(F)F)c2)no1
101	3	0	-4	-5	32	-29	3	0.7	Cc1cccc(C2c3[nH]c4ccccc4c3CCN2C(=O)c2ocnc2C)n1 (configuration not stated)
101	5	-3	-1	-5	38	6	5	-0.8	CCC(=O)Nc1cc(C)c(OC)c(C)c1
104	2	-1	-1	1	-1	0	7	-0.7	O=C1CN(C(=O)COc2ccc(Br)cc2F)c2ccccc2N1
100	-12	5	6	-4	10	-9	-2	0.4	O=C(CSc1n[nH]c(-c2ccccc2)n1)Nc1ncccn1
98	-4	5	-5	-9	34	3	2	-0.5	CCOC(=O)c1c([N+](=O)[O-])c(C)[nH]c(=O)c1C#N
112&107&102	-21	4&0&1	-17&-17&-19	-5&2	28	-4&-57&-32	3&7&0	-0.6&3.4&-1.6	Fc1ccc([C@@H]2CCNC[C@H]2COc2ccc3c(c2)OCO3)cc1
97	5	-1	2	3	0	-2	2	2.2	CCc1ccccc1NC(=O)C(CC)Sc1nc2cc3c(cc2c(=O)n1Cc1ccco1)OCO3 (configuration not stated)
.	.	.	7	2	.	2	.	-0.3	COc1ccccc1-c1cnc2c(c1)C(=O)N([C@@H](C)CO)C[C@H](C)[C@H](CN(C)C)O2
.	.	.	-3	-1	.	-11	.	-1.6	CCOC(=O)C(=Cc1ccccc1)C(=O)c1ccccc1

# The list goes on:
MEKK3 PB1 HTS	pCIP destab	IDE inh	M4 PAM	GalR3 antag	PHOSPHO1 block	CRFR2-BP antag	IDE cell activ	CRFBP-R2 agonist	Structure
.	-13	-4	4	-2	16	4	0	-0.5	CN(C(=O)c1coc(=O)c2ccccc12)c1ccc(F)cc1
93	0	3	-1	-1	-3	8	-2	1.8	On1nnc2ccc3ccccc3c21
112	8	-1	-11	-3	4	0	1	8.3	O=C(C1CCCN(CCCc2ccccc2)C1)N1CCCCCC1 (configuration not stated)
97	-12	6	-4	0	-13	4	2	-0.3	COc1cccc(Cn2nnc(C(=O)Nc3ccc(C)cc3)c2N)c1
102	5	9	-3	-2	38	-11	-10	0.5	Clc1ccc(N2CCN(c3cnc4ccccc4n3)CC2)cc1
67	-3	-1	-4	0	-127	2	12	-1.9	Cc1ccccc1N1CCN(C(=S)c2ccc(-c3ccc([N+](=O)[O-])cc3)o2)CC1
99	3	5	0	.	24	2	2	-1.2	Cc1cc(NC(=O)CN2C(=O)CC(c3ccco3)Sc3ccccc32)no1 (configuration not stated)
120	1	-7	6	-5	17	-8	6	-1.0	CCOC(=O)NC(NCc1ccccc1Cl)(C(F)(F)F)C(F)(F)F
103	4	3	4	-2	42	-7	8	0.9	O=C(CS(=O)c1ccc(F)cc1)Nc1ccccc1Cl (configuration not stated)
.	.	.	10	-6	.	6	.	-0.8	C[C@@H]1CN([C@@H](C)CO)S(=O)(=O)c2ccc(/C=C/c3ccccc3)cc2O[C@@H]1CN(C)Cc1ccc(C(=O)O)cc1
107	-31	-3	0	-2	40	0	3	52*	COc1cc2c(cc1OC)C(c1c(Cl)cccc1Cl)NC(=O)C2 (configuration not stated)
102	-2	7	17	-3	10	3	4	-2.3	COc1cccc(N2CCN(Cc3nnnn3C3CCCCC3)CC2)c1
102	-8	1	14	-4	21	-3	-1	-0.8	COc1ccc(OCCC(=O)NCc2ccccc2)cc1
.	.	5	8	-7	.	5	3	-0.4	C=CC[C@@H](CC(=O)N[C@H](CO)Cc1ccccc1)C(=O)N[C@@H](C)COC(=O)[C@@H](CC=C)Cc1ccc(F)cc1
98	-16	-2	-4	-10	24	-8	-1	-0.1	Cc1ccc(S(=O)(=O)N2CCN(c3ccccc3)CC2)cc1C
103	-1	7	-1	-8	-8	-3	1	1.8	COc1ccc(CN2CCNC(=O)C2CC(=O)NCCc2nc(C)c3c(n2)CCC3)cc1C (configuration not stated)
101	-15	9	2	2	6	-4	3	-1.2	O=S(=O)(CCN1CCN(c2ccccn2)CC1)c1ccc(F)cc1
104	-2	-3	-17	-7	38	-3	-3	1.6	CN(C)CCCOC(=O)N1c2ccccc2C=Cc2ccccc21
96	0	0	1	-2	7	16	-2	-0.4	CCCCOC(=O)c1ccc(NC(C)=O)cc1
.	.	.	12	-5	.	-9	.	1.5	O=C(COc1ccc2ccc(=O)oc2c1)NCCN1CCOCC1
.	.	6	-6	0	.	-19	-1	0.9	CCCC(C(=O)Nc1cccc(S(=O)(=O)N2CCCC2)c1)c1ccccc1 (configuration not stated)
77	-14	-2	12	-3	-8	-33	5	-1.5	CCOc1ccc(-c2cc3cc(OC)c(OC)cc3c(C)n2)cc1
108	4	9	-3	2	-8	-6	0	-2.1	Cc1ccccc1N=C1NC(=O)CS1
113	-14	1	8	3	-20	-1	1	3.0	Cn1c(=O)c2c(nc(SCC(=O)NCc3ccc4c(c3)OCO4)n2Cc2ccc(Cl)cc2)n(C)c1=O
96	2	-6	0	-1	4	-9	6	-0.6	Cc1nc2c(=O)n(-c3cccc(C(F)(F)F)c3)nc(C)c2s1

# Sorted by heavy-atom count (descending): part of the list above.
MEKK3 PB1 HTS	pCIP destab	IDE inh	M4 PAM	GalR3 antag	PHOSPHO1 block	CRFR2-BP antag	IDE cell activ	CRFBP-R2 agonist	Structure
120	1	-7	6	-5	17	-8	6	-1.0	CCOC(=O)NC(NCc1ccccc1Cl)(C(F)(F)F)C(F)(F)F
.	-13	-4	4	-2	16	4	0	-0.5	CN(C(=O)c1coc(=O)c2ccccc12)c1ccc(F)cc1
96	0	0	1	-2	7	16	-2	-0.4	CCCCOC(=O)c1ccc(NC(C)=O)cc1

# (listing goes on)
MEKK3 PB1 HTS	pCIP destab	IDE inh	M4 PAM	GalR3 antag	PHOSPHO1 block	CRFR2-BP antag	IDE cell activ	CRFBP-R2 agonist	Structure
101	-3	0	-5	.	31	-1	4	-1.2	COc1ccc(NC(=O)CSc2nc3ccccc3nc2N2CCCC2)cc1
.	.	-5	-3	0	.	-4	5	0.2	FC(F)(F)c1nc(SCc2ccccc2)n[nH]1
.	.	-2	7	-2	.	1	7	-1.7	OC1(c2nc3ccccc3[nH]2)CCCCC1
148*	3	2	-3	3	-12	-96	5	-1.9	COc1ccc(NC(=O)CSCC(=O)N2c3ccccc3CCc3ccccc32)cc1
97	-3	-1	-9	-3	40	6	4	-0.2	Cc1ccc(COc2cccc(/C=N/NC(=O)c3nnn(-c4nonc4N)c3C)c2)cc1
122	0	-7	0	-1	20	-4	1	3.8	Cc1cc(=O)n2[nH]c(NCc3ccccc3F)nc2n1
102	-11	7	-9	-2	30	-4	-4	-0.5	O=C(N/N=C/c1ccc2c(c1)OCO2)c1ccc(COc2cccc3cccnc23)cc1
102	2	-6	17	0	-3	5	6	-0.5	CCN(CC(=O)Nc1ccc2c(c1)OCO2)Cc1nc2ccccc2c(=O)[nH]1
.	.	1	3	.	.	-3	-1	-0.1	CCCN(CC(=O)Nc1ccccc1OC)C(=O)Cc1ccc2c(c1)CCC2
121	0	6	-2	-5	19	4	4	-1.2	O=C(NC1(C(F)(F)F)N=C2SCCN2C1=O)c1cccnc1 (configuration not stated)
.	.	2	5	-6	.	-3	-3	0.4	Cn1cc(C(CO)Cc2ccccc2)c2ccccc21 (configuration not stated)
123	2	1	7	10	-9	6	-3	0.0	O=C(CNC(=S)N(Cc1ccccc1Cl)C1CCCC1)NCCCN1CCOCC1
101	9	2	-1	1	40	-1	-1	-1.1	CCOc1cc(C(=O)N[C@@H](C)C(=O)N2CCC3(CC2)NCCc2[nH]cnc23)cc(OCC)c1OCC
102	-26	4	-2	-8	35	2	3	0.1	COc1ccc(CN(CC(=O)NCC2CCCO2)C(=O)CNS(=O)(=O)c2ccccc2)cc1 (configuration not stated)
106	1	0	4	-8	28	-2	1	2.1	C=C(C)Cn1c(CCNC(=O)c2ccco2)nc2ccccc21
109	-8	3	-10	4	52	-5	3	0.1	CSCC(C)N1CCC(Oc2cccc(C(=O)NCc3ccccn3)c2)CC1 (configuration not stated)
107	1	1	8	-3	3	-16	-6	6.0	N#CC(C#N)=C1C=CC=CN1/C(=C\c1ccccc1)C(=O)c1cccs1
106	-6	6	-1	-10	24	0	3	0.7	O=[N+]([O-])c1ccccc1S(=O)(=O)N1CCCC(C(F)(F)F)C1 (configuration not stated)
98	-1	3	7	-8	18	4	-4	-0.4	CC(=O)Nc1cccc(NC(=O)CSc2nnc(Cc3cccn3C)n2-c2ccc(F)cc2)c1
102	-6	-2	-12	-8	19	13	1	-5.5	CCN(CC)c1ccc(/C=N/NC(=O)CNC(=O)c2cccnc2)cc1
97	9	-2	0	-1	43	6	-1	0.9	CCOC(=O)C1CCCN(C(=O)Cn2ncc3c([nH]c4ccccc43)c2=O)C1 (configuration not stated)
104	-2	5	-6	-2	41	-2	0	2.0	Cc1cc(S(=O)(=O)N2CCN(c3ccccc3C)CC2)ccc1F
